Compound activity deposited in PubChem by Southern Research Specialized Biocontainment Screening Center.
H1N1 NS1A inhibition: NS1A inhibition, H1N1 influenza, cell based functional assay (AID 504329); NS1A functional cell-based assay, percent inhibition; higher % means a stronger effect; inhibition, % at 12.5 µM, or IC50 in µM where a hit was titrated; actives 0.3% (n = 340,000); in the data active means a potency from the dose series; inconclusive means inhibition above about 27% without an active follow-up result; further: strong numbers were not always called active
H37Rv inhibition: M. tuberculosis growth inhibition, HTS (AID 449762); actives 0.59% (n = 330,000); inhibition, % at 25 µM, or IC50 in µM where a hit was titrated; M. tuberculosis H37Rv growth inhibition, 7H9 media; higher % means a stronger effect; in the data active means a potency from the dose series; inconclusive means inhibition above about 70% without an active follow-up result;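 further: bacterial growth assessed after seven days of incubation; strong numbers were not always called active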
PhoP GFP inhibition: PhoP regulon inhibitors, Salmonella typhi PhoP promoter GFP reporter, confirmatory (AID 1850); Salmonella Typhi PhoP-promoter GFP reporter, fluorescence, 4 h; higher % means a stronger effect; actives 0.33% (n = 310,000); one-dose inhibition, % at 50 µM; IC50 in µM for titrated hits; in the data active means a potency from the dose series; inconclusive means inhibition mostly from about 25% at the one dose, without a potency; inactive means the rest, 99 in 100 with inhibition below about 19%;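 further: 0% = induced wells with vehicle and 100% = uninduced wells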
VEEV TC-83 Vero: inhibitors of VEEV TC-83 cytopathic effect, confirmation, Vero cells (AID 588727). Vero cells, VEEV TC-83 cytopathic effect inhibition; higher % means a stronger effect. inhibition, % at 20 µM, or IC50 in µM where a hit was titrated. actives 0.13% (n = 350,000); in the data active means a potency from the dose series; inconclusive means inhibition mostly from about 14% at the one dose, without a potency; inactive means the rest, 99 in 100 with inhibition below about 12%; further: strong numbers were not always called active
M. tuberculosis: growth inhibition of non-replicating M. tuberculosis (AID 488890) | Mycobacterium tuberculosis non-replicating, growth inhibition; higher % means a stronger effect | inhibition, % at 25 µM; hits with a dose series show IC50 in µM | actives 0.39% (n = 320,000); in the data active means a potency from the dose series; inconclusive means inhibition mostly from about 82% at the one dose, without a potency; inactive means the rest, 99 in 100 with inhibition below about 76%;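 further: plate controls were DMSO cells for no effect and high antibiotic wells for full effect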
VEEV TC-83 Vero 10K pilot screen: further read-out of VEEV TC-83 Vero, marked with its call; inhibition, %; measured here: 10K pilot screen inhibition
* = called active by the depositor; i = inactive; ? = inconclusive; / = not tested or not shown. This is a random part of the collection, and some 1.5% of all compounds hit somewhere here.

SMILES | H1N1 NS1A inhibition | H37Rv inhibition | PhoP GFP inhibition | VEEV TC-83 Vero | M. tuberculosis | others
Cc1cccc(C2c3[nH]c4ccccc4c3CCN2C(=O)c2cc3c([nH]c2=O)CCCC3)n1 (stereo not drawn) | -0.4% | 11.5% | 4.9% | 4.5% | 20.6%
CCOC(=O)C1=C(C)N(Cc2ccccc2)C(=O)NC1c1ccc(OC)cc1 (stereo not drawn) | 1.6% | 2.5% | 2.2% | i | 20.4%
Cc1[nH]c2ccccc2c1C(=O)CSC(=S)N(C)C1CCCCC1 | 8.1% | -5.7% | -1.0% | 0.7% | 22.3%
C/C(=N\NC(=O)COc1ccc(C)cc1C(C)C)c1cc2ccccc2o1 | 0.0% | -0.7% | -3.0% | 1.4% | 18.7%
COc1ccc(Br)cc1C1SCCN1S(C)(=O)=O (stereo not drawn) | 0.2% | 0.7% | -5.2% | 1.4% | 7.1%
O=C(NCCCNC(=O)c1ccc(F)cc1)c1ccc(F)cc1 | 1.4% | -3.5% | -2.4% | 0.1% | 4.6%
CCOc1ccc(-c2cc(C(=O)NCCCn3ccnc3)c3cc(Br)ccc3n2)cc1 | -4.0% | 24.1µM* | -0.1% | ? | ?
Cc1ccsc1/C=N/NC(=O)Cn1nc(C)c([N+](=O)[O-])c1C | -1.1% | 0.8% | 3.4% | 1.5% | -14.9%
Cc1ccc2cc(CN(CCc3ccccc3)C(=S)NCCCN(C)C)c(=O)[nH]c2c1 | 1.8% | -2.1% | -2.6% | i | 38.8%
CCOn1c(=O)c(-c2cc3ccccc3o2)[n+]([O-])c2ccccc21 | 0.4% | -3.6% | -39.9% | 3.4% | / | VEEV TC-83 Vero 10K pilot screen=0.6
CCOc1ccc(S(=O)(=O)N(C)C)cc1-c1nc2c(C(C)(C)C)nn(C)c2c(=O)[nH]1 | 1.0% | -8.8% | -2.8% | 0.6% | -2.2%
CCN1C(=O)c2ccccc2S(=O)c2ccc(C(=O)N3CCCC3)cc21 (stereo not drawn) | -0.5% | -3.3% | 4.8% | 0.4% | -5.1%
Cc1nc(N2CCN(Cc3ccc4c(c3)OCO4)CC2)nc2c1C(=O)CC(c1ccco1)C2 (stereo not drawn) | 8.4% | 16.4% | -1.2% | i | 9.7%
O=C(Oc1cccnc1)c1ccc([N+](=O)[O-])cc1Cl | -0.5% | -8.1% | -5.0% | 0.0% | -3.1%
COCC(C)OC(=O)c1c(N)n(Cc2ccco2)c2nc3ccccc3nc12 (stereo not drawn) | 1.2% | 0.3% | -0.3% | 8.2% | -6.4%
Cc1sc2nc(CN3CCCC3)nc(Cl)c2c1C | 2.4% | -8.5% | -12.3% | 2.9% | 58.6%
C=CCn1c(=O)/c(=C2/Sc3ccccc3N2CC)s/c1=C1/C(=O)NN=C1C | / | -10.0% | -10.6% | / | -7.9%
COc1ccc(CN2CCCCCC2)cc1OC | / | -7.7% | -3.8% | 2.2% | -26.9%
Cc1cccc(N(C)S(=O)(=O)c2ccc3[nH]c(=O)c(=O)[nH]c3c2)c1 | 6.5% | -8.6% | -2.5% | i | 0.7%
O=C(CSc1nc(-c2ccccc2)c(-c2ccccc2)o1)NCCCO | -13.2% | -6.2% | -21.7% | i | -7.6%
CCc1nnc(NS(=O)(=O)c2ccc(NCc3cc(Cl)cc(Cl)c3O)cc2)s1 | -12.3% | -16.4% | -4.8% | 5.5% | 43.1%
CCOc1cccc(NC(=O)c2cccc(F)c2)c1 | -1.8% | -1.6% | 4.2% | 2.2% | 54.0%
C[C@]12C=CC(=O)C=C1CC[C@@H]1C2=CC[C@]2(C)[C@@H](C(=O)CN3CCN(c4cc(N5CCCC5)nc(N5CCCC5)n4)CC3)CC[C@@H]12 | 12.7% | 22.5µM* | 7.0% | i | 77.6%
CCOc1ccc2nc(N/C(N)=N/C(=S)Nc3ccc(C)c(C)c3)nc(C)c2c1 | 14.2% | 39.5% | -0.8% | 0.7% | 56.8%
COc1ccc(CC2C(=O)NC(C)C(=O)N(C)C3Cc4ccc(cc4)Oc4cc(ccc4O)CC(C(=O)NC(C)C(=O)NC(C)C(=O)N2C)N(C)C3=O)cc1 (stereo not drawn) | 2.2% | / | / | 22.3% | /
SMILES | H1N1 NS1A inhibition | H37Rv inhibition | PhoP GFP inhibition | VEEV TC-83 Vero | M. tuberculosis | others
C=CCOc1ccccc1CN1CCC(n2nccc2NC(=O)C2CC2)CC1 | 10.8% | / | / | i | /
CCOc1ccccc1N1CCN(CC(=O)Nc2ccccc2C(=O)NC2CC2)CC1 | -3.4% | -2.9% | / | 10.7% | -6.3%
CC(C)OCCCNC(=O)CN1C(=O)COc2ccc(S(=O)(=O)N3CCCCCC3)cc21 | 2.7% | -1.9% | -14.2% | 0.1% | -6.1%
CC(C)CCSc1nc2c(c(=O)[nH]c(=O)n2C)n1CCc1ccccc1 | 9.5% | -1.1% | 2.7% | 1.5% | 8.2%
COC(=O)C(=O)C1CCc2c(Cl)cc(OC)c(OC)c2C1=O (stereo not drawn) | 1.5% | / | / | i | /
CCOc1ccc(C(=O)Nc2ccc(S(=O)(=O)N3C[C@@H]4C[C@@H](C3)c3cccc(=O)n3C4)cc2)cc1 | 0.6% | 4.9% | / | 0.3% | 29.5%
Fc1cnc(N2CCc3ccccc32)nc1N1CCc2ccccc21 | -5.3% | -18.6% | 10.6% | i | -8.0%
CCCN(c1ccccc1C(=O)O)S(=O)(=O)c1ccc2c(c1)n(C)c(=O)n2C | -16.2% | -4.0% | -2.0% | 2.7% | 1.6%
CC1CCCCC1NC(=S)NC(=O)c1ccccc1Br (stereo not drawn) | -4.8% | -1.9% | 7.7% | 1.3% | 6.2%
Cc1ccccc1NC(=O)C1CCN(S(=O)(=O)c2ccc3c(c2)NC(=O)C(C)S3)CC1 (stereo not drawn) | 5.5% | 5.7% | -0.7% | 3.7% | 21.6%
CCOC(=O)C1=C(C)NC(SCc2cc(=O)[nH][nH]2)=C(C#N)C1c1cccs1 (stereo not drawn) | 0.8% | 5.4% | 4.2% | 0.5% | -13.0%
CCOC(=O)C1=C(Nc2ccccc2)OCC1=O | -3.3% | -15.7% | -4.3% | i | -5.3%
Cc1ccc(-c2nn(-c3ccccc3)cc2C(=O)OCC(=O)Nc2ncc(Cl)cc2Cl)cc1 | -4.1% | 1.9% | -2.2% | 6.5% | -11.2%
Cc1cc(C)n(-c2ccc(C(=O)N3CCN(c4ccccn4)CC3)cc2)n1 | -8.3% | -10.7% | / | 6.7% | 8.0%
C=CCc1cccc(C=Nc2ccc(Br)cc2)c1O | 2.3% | 3.2% | 2.8% | 2.8% | -10.7%
COc1ccccc1CNC(=O)CCCNC(=O)Cn1cnc2sc(C)c(C)c2c1=O | -42.4% | 4.3% | -1.9% | i | -6.2%
COc1cccc(NC(=O)c2ccc(-c3ccc([N+](=O)[O-])cc3)o2)c1 | 4.0% | ? | 0.6% | 1.6% | 1.2µM*
CC(NS(=O)(=O)c1ccccc1)C(=O)NC1CCCC1 (stereo not drawn) | 15.5% | -11.5% | -5.6% | i | 0.8%
CCOC(=O)C1CCCN(c2c(Nc3cc(C)cc(C)c3)c(=O)c2=O)C1 (stereo not drawn) | 4.2% | -3.7% | -2.1% | i | /
NC(=O)N\N=C/C=C/C=C/c1ccc(F)cc1 | -11.3% | -10.6% | -2.0% | 0.3% | -8.0%
CC1=C(C(=O)Nc2ccccc2F)C(c2cccs2)NC(=S)N1 (stereo not drawn) | -2.1% | 4.0% | 0.2% | 2.3% | 2.2%
COc1ccc(C2=Cc3ccc(OC(C)=O)cc3OC2)cc1 | -21.9% | / | / | 4.9% | /
CCOc1ccccc1CN1CCN(Cc2ccc3cccc(OC)c3n2)CC1CCO (stereo not drawn) | -2.5% | -3.5% | -0.4% | 0.4% | 29.4%
Cc1ccccc1Nc1nc(N)nc(COc2ccc(C#N)cc2)n1 | -9.0% | 3.3% | 2.5% | 0.2% | 41.8%
CN1CCN(c2ncccc2S(=O)(=O)N2CCCCC2)CC1 | -3.4% | -0.4% | 9.6% | 1.1% | -5.5%

Molecules from the list above that contain a thiophene ring, fused or not:
SMILES | H1N1 NS1A inhibition | H37Rv inhibition | PhoP GFP inhibition | VEEV TC-83 Vero | M. tuberculosis | others
Cc1ccsc1/C=N/NC(=O)Cn1nc(C)c([N+](=O)[O-])c1C | -1.1% | 0.8% | 3.4% | 1.5% | -14.9%
Cc1sc2nc(CN3CCCC3)nc(Cl)c2c1C | 2.4% | -8.5% | -12.3% | 2.9% | 58.6%
CCOC(=O)C1=C(C)NC(SCc2cc(=O)[nH][nH]2)=C(C#N)C1c1cccs1 (stereo not drawn) | 0.8% | 5.4% | 4.2% | 0.5% | -13.0%
COc1ccccc1CNC(=O)CCCNC(=O)Cn1cnc2sc(C)c(C)c2c1=O | -42.4% | 4.3% | -1.9% | i | -6.2%
CC1=C(C(=O)Nc2ccccc2F)C(c2cccs2)NC(=S)N1 (stereo not drawn) | -2.1% | 4.0% | 0.2% | 2.3% | 2.2%

Further compounds.
SMILES | H1N1 NS1A inhibition | H37Rv inhibition | PhoP GFP inhibition | VEEV TC-83 Vero | M. tuberculosis | others
COc1ccc(OC)c(NC(=O)c2cnn(-c3ccccc3Cl)c2NC(=O)c2ccco2)c1 | 11.9% | 3.8% | -5.0% | 2.9% | 13.3%
Cc1cc(-c2ccccc2)nc2[nH]n(-c3ccccc3)c(=O)c12 | 0.0% | -17.1% | 13.9% | 6.0% | 18.6%
CN1C(c2ccccc2)CCOS1(=O)=O (stereo not drawn) | 0.2% | 2.6% | 0.8% | i | 10.6%
COc1ccccc1CN1CC(=O)N2CSC[C@H]2C1=O | 20.4% | 5.0% | -6.5% | ? | -3.2%
CCCOc1ccc(NC(=O)C2CC(=O)N/C(=N/N=C(\C)CCc3ccc4c(c3)OCO4)S2)cc1 (stereo not drawn) | 1.5% | 0.9% | -5.6% | 1.0% | 37.4%
Cc1ccc2nc(NC3=NCN(Cc4cccnc4)CN3)nc(C)c2c1 | -4.8% | / | / | 1.8% | /
CCCc1cc(=O)oc2cc(OC(C)C(=O)NCc3ccccn3)c(Cl)cc12 (stereo not drawn) | 4.2% | -2.7% | 10.3% | 1.7% | -6.3%
COc1ccc(N2C(=O)CC(N3CC=C(c4ccccc4)CC3)C2=O)cc1 (stereo not drawn) | 4.7% | -1.1% | 29.4% | 1.4% | 35.1%
O=C(NCN1CCc2ccccc2C1)c1ccccc1 | -4.2% | -17.1% | 7.8% | 3.1% | -12.9%
CCOC(=O)c1cccc(NC(=O)CSc2nnc(COc3ccc(Cl)cc3)o2)c1 | 0.9% | -4.3% | 3.2% | 5.5% | 56.3%
Cc1ccc(-c2nnc3n2N=C(c2ccc(Br)cc2)CS3)cc1 | -5.0% | 0.9% | -0.9% | 0.3% | 9.7%
Cc1ccc(C)c(NC(=O)CCCCCN2C(=O)[C@@H]3Cc4ccccc4CN3C2=O)c1 | -1.4% | 6.1% | -32.5% | 2.6% | 17.5%
COc1cccc(OCc2nnc(SCC(=O)NCc3ccco3)n2C)c1 | 5.5% | -1.5% | -8.2% | 1.2% | 5.4%
O=C(NCCSCc1ccco1)c1ccc(=O)[nH]c1 | -0.8% | -8.1% | 5.0% | i | -5.2%
CC(=O)NC1CCN(C(=O)N2CCCC2)CC1 | -6.0% | -7.7% | -11.4% | 0.6% | -7.1%
O=C(NC(Cc1ccccc1)C(=O)O)/C(=C\c1ccccc1)NC(=O)c1ccc(Br)o1 (stereo not drawn) | 5.7% | -0.6% | -5.3% | 0.9% | -7.0%
CCOc1ccc(NC(=O)COC(=O)CN2CCCCCC2=O)cc1 | -13.8% | -2.8% | / | 0.1% | 18.7%
O=c1[nH]cc(S(=O)(=O)N2CCN(c3cccc(C(F)(F)F)c3)CC2)c(=O)[nH]1 | -6.2% | 2.7% | -4.1% | 1.9% | -11.2%
CCNC(=S)NNC(=O)c1cccnc1 | 4.5% | -5.2% | -4.9% | 0.9% | -19.7%
COCCn1c(Cc2ccccc2)nnc1SCC(=O)N1CCCCC1C (stereo not drawn) | 12.6% | -2.2% | 3.4% | 1.1% | -24.9%
O=C(CCSc1ccc(Cl)cc1)N1CCOCC1 | -1.0% | -4.5% | 5.5% | 1.6% | 46.1%
Cc1cc(=O)oc2cc(OC(C)C(=O)Nc3ccc(N4CCOCC4)cc3)ccc12 (stereo not drawn) | 3.9% | -8.1% | -5.0% | i | -10.4%
